sdo1 growth = compounds rescuing growth of sdo1-depleted yeast, bone marrow failure model. S. cerevisiae sdo1-depleted JHY4D growth rescue, OD600 30 h; hits give high values; pdr5 snq2 efflux-pump mutant strain. z-score at 10 µM. 0.21% of 140,000 active;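 active = z-score above 3 at both the 24 hr and the 30 hr optical density reads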;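 also: z-score against mean and SD of all compound wells on the same plate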
INS promoter inh = TRM-6 insulin promoter activity inhibition; AID 1273; inhibition, % at 2 µM; TRM-6 cells (human fetal islet line), insulin promoter-eGFP reporter, imaging; reporter expression induced with tamoxifen; 0.9% of 130,000 active;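 active = inhibition above the mean plus 3 SD, with well images judged a real hit on visual review, cut at about 60% in these data, passing the limit was not always enough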
sdo1 growth Rescue 24 h = further read-out of sdo1 growth, marked with its call; z-score; S. cerevisiae sdo1-depleted JHY4D growth rescue, OD600; measured here: growth rescue at 24 h;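 0 is the plate mean of compound wells and units are plate SD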
* = called active by the depositor; . = not tested or not shown; & = joins results of further samples. Not all compounds are listed (hit frequency here may not be typical).

Start of the data: the first 3 records, ahead of the listing:
SMILES	sdo1 growth	sdo1 growth Rescue 24 h	INS promoter inh
Cc1cc(NCc2ccco2)n2ncnc2n1	-0.02	-0.34	10.8
CCOC(=O)c1noc(C)c1C(=O)Nc1nc(C)cc(C)n1	.	.	36.4
O=c1c(Cc2c(F)cccc2Cl)c(O)ccn1C1CC1	.	.	55.0

The listing, from the first entry:
SMILES	sdo1 growth	sdo1 growth Rescue 24 h	INS promoter inh
Cc1cc(NCc2ccco2)n2ncnc2n1	-0.02	-0.34	10.8
CCOC(=O)c1noc(C)c1C(=O)Nc1nc(C)cc(C)n1	.	.	36.4
O=c1c(Cc2c(F)cccc2Cl)c(O)ccn1C1CC1	.	.	55.0
CC(=O)OC1COC(N2CCc3ccccc32)C(OC(C)=O)C1OC(C)=O (stereo not given)	1	0.49	3.3
COc1cc(OC)cc(C(=O)NCc2n[nH]c(=S)n2-c2ccccc2)c1	0.58	-0.1	.
CC(=O)NCCC(=O)Nc1cc(F)ccc1C	0.44	-0.28	47.8
Cc1ccccc1NC(=O)CCC(=O)N/N=C/c1cc([N+](=O)[O-])ccc1O	0.24	0.18	-17.2
COc1cc(/C=N/N2CCN(C3c4ccccc4-c4ccccc43)CC2)cc(OC)c1O	-0.79	-1.07	.
Cc1nnc(C)c2c(C)n(C(c3ccccc3)c3ccccc3)c(C)c12	-0.42	-0.32	12.7
Cc1nnc(SCC(=O)c2ccc(S(=O)(=O)N3CCOCC3)cc2)n1-c1ccccc1	0.64	0.73	-68.6
Cc1sc(NC(=O)/C=C/c2ccco2)c(C(=O)OC(C)C)c1C	-0.26	1	-8.8
O=C(O)c1cc2cc(Cl)cc(Cl)c2oc1=O	0.4	0.23	.
O=C(c1ccc2ccccc2c1)N1CCN(c2ccc(C(F)(F)F)cn2)CC1	-1.55	-0.9	14.3
CC(=O)c1cc(CC=C(C)C)c(O)cc1O	0.79	0.9	0.0
Oc1cc2ccccc2cc1-c1nnc2n1-c1ccccc1SC2	-1.51	-1.17	-2.7
CCC(CC)NC(=O)COC(=O)c1ccc(OCc2ccc(C(C)=O)cc2OC)c(OC)c1	-0.23	0.11	2.0
O=C(CP(=O)(c1ccccc1)c1ccccc1)N/N=C/c1cc(Br)cc(Br)c1O	0.35	-0.21	.
CC(=O)COc1ccc2c(-c3ccccc3)cc(=O)oc2c1	-0.11	-0.39	13.8
CC(C)CCN1CC(C(=O)NCc2ccc(F)cc2)CC1=O (stereo not given)	0.72	0.76	-18.8
CCc1c(C)nc(SCC(=O)N2C(C)CCCC2C)[nH]c1=O (stereo not given)	.	.	-50.0
CCOC(=O)c1ccc(NC(=O)c2ccc(NC(=O)c3ccccc3)cc2)cc1	-1.19	0.43	-45.5
Cc1cc(=O)[nH]c(S/C=C/c2ccccc2)n1	-0.48	-0.14	-76.2
O=C1NN(c2ccccc2)C(=O)/C1=C\c1cccn1-c1ccc(Cl)c([N+](=O)[O-])c1	0.25	0.53	41.4
CCCNC(=O)C(CC)NS(=O)(=O)c1ccc(OC)cc1 (stereo not given)	0.26	0.67	65.0
O=C(Cc1ccccc1)NC(=S)Nc1ccc(N2CCCCC2)cc1	-1.55	-1.09	13.3

Retrieved by structure from the list above (two):
SMILES	sdo1 growth	sdo1 growth Rescue 24 h	INS promoter inh
CC(=O)c1cc(CC=C(C)C)c(O)cc1O	0.79	0.9	0.0
CC(C)CCN1CC(C(=O)NCc2ccc(F)cc2)CC1=O (stereo not given)	0.72	0.76	-18.8

(listing goes on)
SMILES	sdo1 growth	sdo1 growth Rescue 24 h	INS promoter inh
COc1ccccc1N1CCN(S(=O)(=O)c2cccs2)CC1	-0.79	-1.15	-2.9
Cc1ccc(-n2c(C)nnc2SCC(=O)Nc2ccccc2)cc1	-0.57	-0.6	-16.7
Cc1ccc(Cl)cc1NC(=O)CC1NCCNC1=O (stereo not given)	0.76	0.46	56.2
CN1c2cccc3cccc(c23)N(C)C1(C)C	0.74	0.11	-6.1
Cc1ccc(-c2[nH]nc3c2C(c2ccsc2)C(C#N)=C(N)O3)cc1 (stereo not given)	-0.42	-0.57	-30.8
COc1cc(OC)c(C2CC(=O)N3CN(c4ccccc4)CSC3=C2C#N)cc1OC (stereo not given)	0.66	0.11	.
COc1ccccc1-c1nc(SCc2ccccn2)n[nH]1	1.47	2.52	.
Cc1cc(N)n(-c2ccccc2)n1	0.71	0.3	-50.0
COC(CNC(=O)C1CCCN1C(=O)OCc1ccccc1)OC (stereo not given)	.	.	7.1
COc1ccccc1N1CCN(Cc2nnnn2CCc2ccccc2)CC1	-1.52	-1.82	-64.9
O=c1c2ccccc2nc(N/N=C/c2ccccc2)n1O	0.03	0.88	35.1
OCCN1CCN(Cc2cccc(Oc3ccc(Cl)cc3)c2)CC1	-0.37	-0.23	-25.0
Cc1ccc(N2C(=O)NC3(CCCCC3)C2=O)cc1	1.34	0.25	.
Cc1oc2c(CN(C)C)c(O)ccc2c(=O)c1-c1ccc2ccccc2n1	0.24	-0.15	.
Cc1cc(=O)[nH]c(N=N/C(=N/Nc2ccc(O)cc2)c2ccccc2)n1	0.39	1	25.0
CCCCN(C)Cc1c(C)[nH]c2ccc(OCC)cc2c1=O	0.57	0.44	-28.6
CCC(C)N1CC(C(=O)O)CC1=O (stereo not given)	0.37	-0.75	26.1
O=C(CN1C(=O)c2ccccc2S1(=O)=O)Nc1ccc(S(=O)(=O)N2CCCCCC2)cc1	1.1	1.08	-15.1
O=C(Oc1ccc2c(-c3ccccc3)cc(=O)oc2c1)C1CCCCC1	-0.48	-0.37	.
Cc1ccccc1NS(=O)(=O)c1cccc(-c2nnc(-c3ccccc3)o2)c1	-1.16	-0.86	.
CC1CCN(CCC(=O)Nc2ccc(Br)cc2)CC1	.	.	42.1
O=C(NCc1ccco1)c1cc(-c2cccnc2)nc2ccc(Cl)cc12	-1.07	-0.8	-307.7
COc1ccc(CCC(=O)Nc2ccccc2C(F)(F)F)cc1	-1.07	-1.55	23.1
CCOc1ccc(/C=N/NC(=O)c2ccc(Cn3cc([N+](=O)[O-])cn3)o2)cc1	0	-0.43	-16.7
Cc1nc2c(-c3ccccc3)c(C)nn2c(C)c1CCC(=O)O	-0.19	-0.78	.
The results go on:
SMILES	sdo1 growth	sdo1 growth Rescue 24 h	INS promoter inh
CCOC(=O)c1ccccc1NC(=O)Cn1c(-c2nonc2N)nc2ccccc21	-1.04	0.15	-204.3
CCCCOCCCNC(=O)c1cccc(OC)c1	-0.51	-1.55	14.3
CC(=O)NC1=NN(C(C)=O)C(C)(c2ccccc2)S1 (stereo not given)	0.87	0.41	12.9
CC(C)c1ccc(NC(=O)C(c2ccccc2)N2CCN(C=O)CC2)cc1 (stereo not given)	0.04	-0.38	0.0
Cc1cc(NC(=O)CCN2C(=O)/C(=C\c3ccccc3Cl)SC2=S)no1	.	.	-40.0
CCC1CCCCN1CCCNC(=O)C1CCC(Cn2c(=O)[nH]c3ccccc3c2=O)CC1 (stereo not given)	-0.27	-0.45	-4.2
Cc1ccc(NC(=O)CSc2ncc(-c3ccccc3)n2C(=O)c2ccccc2)cc1	-1.69	-0.63	-71.4
C=CCN1C(=O)[C@]2(c3ccccc31)C1CCCC=C1C(C#N)=C(N)C2(C#N)C#N (stereo not given in full)	-0.74	-0.56	24.3
N=C(N)SCc1nc2ccccc2c(=O)n1-c1ccccc1	1.21&0.14	2.41&0.57	0.0
S=C(NCCc1ccccc1)NCc1cccs1	-0.06	-0.34	8.1
Cn1c(CCN2CCCCC2)nc2cc(NS(=O)(=O)c3ccc(F)cc3)ccc21	0.44	0.32	.
COc1ccc2c(c1)c1c(n2C(C)=O)C(OC(C)=O)=NCC1	0.63	-0.04	-7.4
C=C(C)Cn1c(SCC(=O)N/N=C/c2cccc(O)c2)nc2ccccc2c1=O	0.25	-0.03	.
Cc1nnc(SCC(=O)Nc2ncc3c(n2)CCCC3=O)s1	-0.29	-0.9	33.3
O=C1c2ccccc2CCC12N=NCC2c1ccc(Cl)cc1 (stereo not given)	0.2	0.29	-31.4
CCOC(=O)c1c(NC(=O)c2ccc(N3CCOCC3)c([N+](=O)[O-])c2)sc(C)c1C	0.75	2.08	12.9
CCOc1ccc(S(=O)(=O)NCC2CCCO2)c2cccnc12 (stereo not given)	1.19	0.62	-375.0
N#CCC(=O)N/N=C/c1cc(-c2ccccc2)n(-c2ccc(Cl)cc2)c1-c1ccccc1	.	.	0.0
CCCCOC(=O)c1[nH]c(C)c(C(=O)OC)c1C	0.25	0.94	16.7
CCOC(=O)C1=C(C)NC(=O)NC1c1ccc(OCC(=O)Nc2ccccc2)c(OC)c1 (stereo not given)	0.1	-0.15	.
Cc1cc(NC(=O)CSc2nnc3c(C)cc4cc(C)c(C)cc4n23)no1	2.05	2.46	45.5
COCCn1c(=S)[nH]c2cc(OC)c(OC)cc2c1=O	0.87	0.33	-4.8
CC(NC(=O)c1ccc2c(c1)OCCO2)C(=O)O (stereo not given)	0.27	0.6	-90.0
O=C(NCc1nc2ccccc2[nH]1)c1ccc([N+](=O)[O-])cc1	.	.	-15.4
O=S(=O)(c1ccc(Cl)c(NC(=S)N/N=C/c2ccc(O)cc2)c1)N1CCOCC1	-0.04	-0.64	-25.6
Remaining list, next part.
SMILES	sdo1 growth	sdo1 growth Rescue 24 h	INS promoter inh
CC12CCC(C(=O)N(NC(=O)c3cc(Cl)ccc3O)C1=O)C2(C)C (stereo not given)	0.03	-0.36	-76.7
Cc1cc(OC(=O)C(c2ccccc2)c2ccccc2)c([N+](=O)[O-])c(=O)[nH]1	0.84	0.69	-7.1
COC(=O)CCCCCC(CCC(=O)OC)NC(C)=O (stereo not given)	0.62	0.52	.
CC(=O)Nc1ccc2c(c1)OCCOCCOc1cc(NC(C)=O)ccc1OCCOCCOCCO2	0.74	0.29	.
COCCNC(=S)NNC(=O)c1ccco1	0.19	-0.16	-17.4
CCCCOc1ccc(C(=O)Nc2ccc(N3CCN(C(=O)C(C)C)CC3)cc2)cc1	0.2	0.71	41.2
COc1ccc(CNC(=O)COC(=O)c2c(-c3c(F)cccc3Cl)noc2C)cc1OC	0.14	1.14	-33.3
Cc1ccc(Cl)cc1NC(=O)N[C@@H](C)C(=O)O	1.67	0.8	-13.9
COc1cccc(OC)c1NC(=O)CN1CCC(NC(=O)c2cccc(F)c2)CC1	0.93	1.49	13.8
CC(=O)Nc1cc(S(=O)(=O)Nc2ccc(C)cc2)c(C)cc1C	-0.32	-0.38	-10.7
CCOC(=O)N1CCC(NC(=O)C2=C(C)C(=O)OC23CCC(C)CC3)CC1 (stereo not given)	0.71	0.6	.
Cc1ccc(Cn2cc(/C=N/NC(=O)Cc3nnc(NC(=O)c4ccc(C)cc4)s3)c3ccccc32)cc1	.	.	20.0
O=C(CN1CCOCC1)Nc1c2c(nc3ccccc13)N(Cc1ccccc1)CC2	0.35	0.39	.
Nc1cc2c(cc1[N+](=O)[O-])OCCO2	-0.1	-0.12	25.9
CCOc1nc(NCCN2CCOCC2)nc(NC(C)C)n1	0.75	-0.35	24.3
O=C(O)C1C2C=CC(C2)C1C(=O)NC1CCS(=O)(=O)C1 (stereo not given)	0.14	-0.56	31.2
O=S(=O)(c1cc(Cl)ccc1Cl)N1CCCCC1	-0.07	-0.18	-3.0
Cc1cccc(/C=N/N(CCO)C2=NS(=O)(=O)c3ccccc32)c1	.	.	-141.7
C[C@@H](C(=O)NCCc1c[nH]c2ccccc12)[C@@H]1C[C@@]1(C)[C@@H](NC(=O)OCc1ccccc1)c1ccccc1	0.39	-0.16	36.4
O=C(Nc1cccc(S(=O)(=O)N2CCCCC2)c1)Nc1ccc(Cl)cc1Cl	-1.2	-0.57	-33.3
Cc1ccc(S(=O)(=O)NCC(=O)N(CC(=O)NCC2CCCO2)CC2CCCO2)cc1 (stereo not given)	.	.	11.1
CCCCOc1ccc(-c2cc(C(=O)NNC(=S)NCC)c3ccccc3n2)cc1	0.86	0.69	10.7
O=C(CSc1nc(-c2ccncc2)nn1CC(=O)N1CCCCC1)NC1CCCC1	0.85	0.29	.
N#Cc1cc(-c2ccccc2)nnc1Oc1ccccc1	-0.72	-0.87	14.3
Cc1ccccc1-n1c(C)cc(/C=N/NC(=O)c2ccncc2)c1C	0.27	-0.72	-48.1

Complete entries, looked up by structure. Screens in order: sdo1 growth, sdo1 growth Rescue 24 h, INS promoter inh
Record of CC(=O)Nc1ccc2c(c1)OCCOCCOc1cc(NC(C)=O)ccc1OCCOCCOCCO2 = 0.74, 0.29, .
Record of COc1ccc2c(c1)c1c(n2C(C)=O)C(OC(C)=O)=NCC1 = 0.63, -0.04, -7.4

Following part.
SMILES	sdo1 growth	sdo1 growth Rescue 24 h	INS promoter inh
O=C(NCc1ccco1)c1cc(S(=O)(=O)N2CCOCC2)c(Cl)cc1Cl	0.5	0.48	-36.8
CCOC(=O)c1c(C)[nH]c(C)c1C(=O)COC(=O)c1cc(OC)cc(OC)c1	.	.	-5.9
CC(=O)NC1C(=O)N(C)c2ccc(Br)cc21 (stereo not given)	0.48&0.79	0&0.19	-53.9
CN(Cc1ccccc1)C(=O)Cn1nc(C(F)(F)F)c2c1CCC2	-0.25	-0.68	-14.3
CC(C)(C)C(=O)C(Cc1ccccc1)n1cncn1 (stereo not given)	-2.13	-0.15	2.8
CN(CC(=O)N1CCCC1)S(=O)(=O)c1ccc(Cl)cc1	0.86	1.17	-6.5
COCCCNC(=O)CNC(=S)N(Cc1cc(OC)c(OC)c(OC)c1)C1CCCC1	1.27	0.62	0.0
COc1ccc(CCNC(=O)CN2CCN(c3cccc(C(F)(F)F)c3)CC2)cc1	-1.84	0.38	1.4
CN(C)CCCNC1CS(=O)(=O)CC1O (stereo not given)	0.46	-0.03	35.7
O=C(O)CC(NS(=O)(=O)c1cccc2nsnc12)c1ccc(F)cc1 (stereo not given)	0.2	0.91	.

High-throughput results from PubChem.
